# Bioassay records: PubChem BioAssay, Broad Institute
# E-sel inducer = induces E-selectin expression in human endothelial cells | AID 686992 | 260,000 tested, 0.37% active | HUVEC E-selectin immunofluorescence imaging; normalized: neutral wells 0, TNF-alpha wells 100 | P16581 | activation, % at 7.58 µM;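 active = mean E-selectin-positive cell signal at least 10% of the positive control, reached in at least 60% of replicates, without over 20% cell loss; inconclusive = no rule given, readout overlaps actives, possibly toxicity-flagged; inactive = the rest, including those meeting only one limit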;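 also: in these data hits start at about 27%; measured in HUVEC primary endothelial cells; signal is the percent of cells scored E-selectin positive by PE staining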
# Target sequence (P16581 whole entry, looked up): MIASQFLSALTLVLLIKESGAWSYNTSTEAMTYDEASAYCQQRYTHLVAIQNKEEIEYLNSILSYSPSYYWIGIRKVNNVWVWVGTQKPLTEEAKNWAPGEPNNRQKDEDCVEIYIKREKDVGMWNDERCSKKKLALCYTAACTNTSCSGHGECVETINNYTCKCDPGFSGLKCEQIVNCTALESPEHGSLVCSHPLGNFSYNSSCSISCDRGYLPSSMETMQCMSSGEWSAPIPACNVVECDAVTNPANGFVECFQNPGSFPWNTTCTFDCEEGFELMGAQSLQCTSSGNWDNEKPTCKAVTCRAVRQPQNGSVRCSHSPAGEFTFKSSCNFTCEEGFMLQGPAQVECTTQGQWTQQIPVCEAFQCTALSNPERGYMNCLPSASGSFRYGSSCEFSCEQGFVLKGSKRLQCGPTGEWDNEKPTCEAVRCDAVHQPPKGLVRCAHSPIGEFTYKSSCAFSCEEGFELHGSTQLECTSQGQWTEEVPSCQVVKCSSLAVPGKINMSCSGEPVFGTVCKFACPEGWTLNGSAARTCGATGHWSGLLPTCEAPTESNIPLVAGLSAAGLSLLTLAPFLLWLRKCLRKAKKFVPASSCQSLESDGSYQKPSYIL
#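 Test system: HUVEC; input: 3,000 HUVEC/well; measured by: immunofluorescence imaging; read-out: % PE-positive cells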
# miR-122 sensor = miR-122 inhibition in Huh7 cells | Huh7 miR-122 Renilla luciferase sensor, 48 h; neutral wells = 0, positive control = 100 | activation (reporter increase), % at 12.5 µM | 340,000 tested, 0.3% active;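 active = mean replicate activation score at least 90 and every replicate individually at or above 90; inconclusive = only one of the two criteria met; inactive = neither criterion met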;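 also: higher luciferase means less miR-122 activity so hits act as miR-122 inhibitors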
# PGC1a acetyl inh = modulators of PGC1a acetylation | inhibition, % at 15.6 µM | U2OS PGC1a acetylation, AlphaScreen anti-acetyl-lysine; with virally co-expressed GCN5 acetyltransferase | AID 651687 | 350,000 tested, 0.17% active;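 active = every replicate shows inhibition of at least 40%; inconclusive = mean inhibition at least 40% but some replicate below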;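 also: 0% = neutral control wells and 100% = positive control wells; some results beyond the cut were filed as inactive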
# PglD DTNB = PglD (C. jejuni) enzyme inhibition. purified PglD enzyme, DTNB colorimetric CoA detection. inhibition, % at 12.5 µM. 360,000 tested, 0.098% active. AID 602405; in the data active = inhibition above about 16%, passing the limit was not always enough; inconclusive = no clear call, values can overlap the other calls; also: strong numbers were not always called active
# ERAP1 inh = ERAP1 (human) enzyme inhibition. recombinant ERAP1, Leu-AMC fluorescence, 60 min. inhibition, % at 10.7 µM. 340,000 tested, 0.15% active;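 active = mean replicate inhibition of at least 30%, or all replicates individually reaching that 30% level; inactive = mean below 30% and not every replicate reaching it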;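 also: 0% = neutral control wells and 100% = L-leucinethiol positive control wells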
# RAD52 anneal inh = blocks human RAD52 DNA annealing; recombinant RAD52 DNA annealing, FRET fluorescence; inhibition, % at 18.7 µM; 360,000 tested, 0.46% active;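 active = every replicate showing at least 50% inhibition; inconclusive = mean inhibition at least 50% but not in every replicate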
# Target sequence (P43351 whole entry, looked up): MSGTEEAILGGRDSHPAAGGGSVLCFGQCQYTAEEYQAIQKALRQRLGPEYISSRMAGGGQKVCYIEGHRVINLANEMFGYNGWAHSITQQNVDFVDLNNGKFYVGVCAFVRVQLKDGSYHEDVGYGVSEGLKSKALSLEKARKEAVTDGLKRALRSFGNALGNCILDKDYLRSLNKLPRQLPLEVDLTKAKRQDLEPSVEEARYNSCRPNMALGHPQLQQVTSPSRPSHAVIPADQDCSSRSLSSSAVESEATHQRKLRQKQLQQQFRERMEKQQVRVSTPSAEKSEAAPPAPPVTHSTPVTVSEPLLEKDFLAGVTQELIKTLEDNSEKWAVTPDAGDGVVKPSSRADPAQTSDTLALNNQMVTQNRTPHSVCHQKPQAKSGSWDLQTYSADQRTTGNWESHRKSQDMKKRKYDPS
# RAD54 branch = inhibitors of human RAD54 branch migration | RAD54 Holliday junction branch migration, FAM/BHQ fluorescence | inhibition, % at 10.4 µM | AID 602329 | 360,000 tested, 0.14% active;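 active = mean normalized replicate activity at least 40 and at least half of replicates scoring 40 or more; inconclusive = only one of the two criteria met; inactive = mean below 40 and under half of replicates reaching 40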;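 also: 0% = median of neutral control wells and 100% = median of positive control wells; inhibitors cause a drop in the FAM fluorescence signal; in these data hits start at about 50%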
# Cneo AK release = causes C. neoformans cell lysis; adenylate kinase release luminescence, 4 h; normalised: neutral wells 0, clomiphene wells 100; lysis activity, % at 15 µM; 360,000 tested, 0.2% active; AID 651654;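 active = mean lysis activity across replicates of at least 80%, whatever share of replicates individually reach that level; inactive = mean lysis activity below 80%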
#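 Test system: log-phase Cryptococcus neoformans yeast cells. Input: 5 × 10^6 yeast cells/mL. Medium: fresh YPD growth medium. Doses: single dose. Incubation: static 4 h at 37 °C with compound, 1 h detection. Measured by: luminescent adenylate kinase detection reagent. Read-out: signal increase indicating cell lysis. Benchmarks: Clomiphene.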
# * hit, by the source's call; ? = inconclusive; . = no result given; [ ] = remark or other dose.
SMILES,E-sel inducer,miR-122 sensor,PGC1a acetyl inh,PglD DTNB,ERAP1 inh,RAD52 anneal inh,RAD54 branch,Cneo AK release
Cc1ccc([N+](=O)[O-])cc1S(=O)(=O)Nc1ccc(C(=O)N2CCN(C(=O)c3ccco3)CC2)cc1,5.6,12,-7,-1,-1,-6,11,0
CC1CN(C2CCCCC2)C(=S)NC1=O (stereo not drawn),-0.4,-9,1,3,-5,-57,4,0
COc1cccc(-c2cnc3c(NC=O)cc(-c4cccc(C(=O)N(C)C)c4)cn23)c1,0.0,-5,-2,-1,7,-62,-1,1
C[C@H](O)C#Cc1ccc2c(c1)O[C@H](CN(C)C(=O)Cc1ccccn1)[C@@H](C)CN([C@@H](C)CO)S2(=O)=O,-0.2,22[16.7 µM],1,8,-3,11,-5,54
Cc1cccc(C(=S)N2CCOCC2)n1,.,-5,-5,0,2,-3,-5,4
O=C(Nc1ccc(-c2nnc(-c3ccco3)o2)cc1)C(c1ccccc1)c1ccccc1,.,.,.,-1,3,-12,-6,5
CCCN1[C@@H]2c3ccc(-c4ccc(C(=O)N(C)C)cc4)c(=O)n3C[C@@H]2[C@@H](CO)[C@@H]1C(=O)NCCOC,0.0,.,.,1,-2,14,11,-2
CC(C)(C)N(NC(=O)OCc1ccccc1)C(=O)c1ccccc1Cl,.,-4,-6,-1,1,-9,2,-3
CC(C)Cn1c(SCC#N)nc2ccccc2c1=O,.,20,-12,-2,.,.,-20,1
CCCN(C)C[C@H]1Oc2cc(C#Cc3ccc(OC)cc3)ccc2S(=O)(=O)N([C@@H](C)CO)C[C@H]1C,-0.3,5[16.7 µM],?,11,0,-1,-2,0
COCCN1C(=O)c2ccccc2C(C(=O)NCCN(C)C)C1c1ccc(F)cc1 (stereo not drawn),.,9,8,0,.,.,5,1
Cc1ccc(Nc2n[nH]c(C)c2[N+](=O)[O-])cc1,.,0,4,9,.,.,-2,-4
Cc1ccc(-n2[nH]c(C)c(C=Nc3ccc4[nH]c(=O)[nH]c4c3)c2=O)cc1C,.,-3,12,0,.,.,1,2
C[C@H]1CN([C@@H](C)CO)C(=O)c2cc(C#Cc3ccc(F)cc3)cnc2O[C@H]1CN(C)C(=O)c1ccccc1F,0.4,-9[16.7 µM],-3,0,0,-8,5,-1
O=C(COC(=O)CSc1ccc(Cl)cc1)Nc1ccc2[nH]c(=O)[nH]c2c1,-0.3,-4,-7,2,2,-11,6,-1
C[C@@H]1CCCCO[C@H](CN(C)Cc2ccc3c(c2)OCO3)[C@@H](C)CN([C@H](C)CO)C(=O)c2cc(N(C)C)ccc2O1,1.9,-2[16.7 µM],0,5,0,9,4,5
O=C(CCNC(=O)c1ccc(Cl)cc1)Nc1nc2ccccc2[nH]1,1.2,2,-1,-1,1,-25,2,3
C=CC[N+]1(CC#CCOC(c2ccccc2)c2ccccc2)CCOCC1,.,5,10,-2,.,.,13,4
O=C(O)CC(CC(=O)N1CCOCC1)c1ccccc1 (stereo not drawn),0.2,16,2,-2,-1,-7,5,2
COc1ccc(-c2cnc3c(c2)C(=O)N([C@H](C)CO)C[C@@H](C)[C@@H](CN(C)C(=O)C2CCCCC2)O3)cc1,0.9,-25[16.7 µM],-7,0,4,11,6,14
COc1cccc(S(=O)(=O)N(C)C[C@H]2Oc3ncc(-c4cccc(C(=O)N(C)C)c4)cc3C(=O)N([C@@H](C)CO)C[C@@H]2C)c1,-0.4,1[16.7 µM],5,4,1,6,7,8
CO[C@@H]1CN(C)C(=O)c2cc(NC(=O)C3CCOCC3)ccc2OC[C@H](C)N(Cc2nccs2)C[C@@H]1C,0.0,.,-4,2,0,0,3,3
O=C(NCc1ccco1)C(c1ccccc1)N(C(=O)Cc1cccs1)c1ccccc1 (stereo not drawn),.,35,-15,3,.,.,7,1
Cc1ccc(N=Nc2ccc(C)cc2NC(=O)Nc2ccccc2F)cc1,0.0,.,.,7,-2,5,-6,0
Cc1ccc(-n2nnc(-c3nccn3C)n2)cc1,0.7,-11,.,-4,.,-8,-1,-5
Nc1nc(Nc2ccccc2Cl)cc(=O)[nH]1,.,.,.,-2,4,-7,-1,-15
CCCOc1cccc(C2C(C(=O)c3ccco3)=C(O)C(=O)N2CCN(CC)CC)c1 (stereo not drawn),.,-3,6,1,.,.,-1,1
COc1ccccc1NC(=O)CON=C(N)CC(=O)NC1CCCCC1,-0.7,3,8,4,0,-54,-10,-1
COc1ccc(/C(C)=N/NC(=O)CNC(=O)C(c2ccccc2)c2ccccc2)c(OC)c1,.,-4,-10,-3,-6,-2,-7,2
COCCCNC(=O)C(=O)NC1CCCCCC1,0.0,-2,7,5,2,-3,-3,1
Cn1c(=O)cc(N2CCCCC2)[nH]c1=O,0.1,.,.,1,5,-11,-5,2
O=C(CCN1C(=O)c2ccccc2C1=O)Nc1ccc(S(=O)(=O)NC2=NCCCCC2)cc1,.,4,-3,-4,.,.,13,0
CCOC(=O)C1=C(N)OC2=C(C(=O)CC(C)(C)C2)C1c1ccccc1OCC#N (stereo not drawn),.,-10,-2,0,.,.,-3,-1
CCN(CC)CC(=O)Nc1ccc(C)cc1Br,.,1,-4,6,.,.,-9,1
O=C1CN(S(=O)(=O)c2cccc(F)c2)C[C@H]2[C@@H](c3ccc(-c4ccc(F)cc4)cc3)[C@H](CO)N12,0.4,.,-2,.,0,-11,.,.
Cc1cc(NS(=O)(=O)c2ccc(NC(=O)C(CC(C)C)N3C(=O)c4ccccc4C3=O)cc2)nc(C)n1 (stereo not drawn),.,-35,-7,-5,.,.,-1,1
CN(C)CC(=O)N[C@@H]1CC[C@@H](CCNC(=O)C2CC2)O[C@H]1CO,0.0,.,4,.,2,-9,.,.
Cc1csc(NC(=O)C2CCCN(S(=O)(=O)c3ccc(Br)s3)C2)n1 (stereo not drawn),.,-10,-5,5,.,.,10,4
Cc1cc(=O)n(CC=C(Cl)Cl)c2ccccc12,.,0,-8,-3,.,.,-8,0
Cc1ccc(S(=O)(=O)N2CCC(C(=O)OCc3c(C)noc3C)CC2)cc1C,-1.4,-3,.,1,7,-7,1,0

# A different layout for some results above:
# Screens in order – E-sel inducer	miR-122 sensor	PGC1a acetyl inh	PglD DTNB	ERAP1 inh	RAD52 anneal inh	RAD54 branch	Cneo AK release
O=C(CCN1C(=O)c2ccccc2C1=O)Nc1ccc(S(=O)(=O)NC2=NCCCCC2)cc1
    .	4	-3	-4	.	.	13	0
CCOC(=O)C1=C(N)OC2=C(C(=O)CC(C)(C)C2)C1c1ccccc1OCC#N (stereo not drawn)
    .	-10	-2	0	.	.	-3	-1
CCN(CC)CC(=O)Nc1ccc(C)cc1Br
    .	1	-4	6	.	.	-9	1
O=C1CN(S(=O)(=O)c2cccc(F)c2)C[C@H]2[C@@H](c3ccc(-c4ccc(F)cc4)cc3)[C@H](CO)N12
    0.4	.	-2	.	0	-11	.	.
Cc1cc(NS(=O)(=O)c2ccc(NC(=O)C(CC(C)C)N3C(=O)c4ccccc4C3=O)cc2)nc(C)n1 (stereo not drawn)
    .	-35	-7	-5	.	.	-1	1
CN(C)CC(=O)N[C@@H]1CC[C@@H](CCNC(=O)C2CC2)O[C@H]1CO
    0.0	.	4	.	2	-9	.	.
Cc1csc(NC(=O)C2CCCN(S(=O)(=O)c3ccc(Br)s3)C2)n1 (stereo not drawn)
    .	-10	-5	5	.	.	10	4
Cc1cc(=O)n(CC=C(Cl)Cl)c2ccccc12
    .	0	-8	-3	.	.	-8	0
Cc1ccc(S(=O)(=O)N2CCC(C(=O)OCc3c(C)noc3C)CC2)cc1C
    -1.4	-3	.	1	7	-7	1	0

# The list goes on:
SMILES,E-sel inducer,miR-122 sensor,PGC1a acetyl inh,PglD DTNB,ERAP1 inh,RAD52 anneal inh,RAD54 branch,Cneo AK release
COc1cc(C(=O)Nc2nnc(SCC(=O)NCC3CCCO3)s2)cc(OC)c1OC (stereo not drawn),-1.4,.,.,0,1,-19,-8,4
COc1ccc(NC(=O)Nc2ccc3c(c2)CC(=O)N([C@@H](C)CO)C[C@@H](C)[C@@H](CN(C)C)O3)cc1,5.6,1[16.7 µM],-2,-1,0,-1,3,-3
COc1ccc(NC(=O)CN2CCc3ccccc3C2)cc1,.,0,.,1,-1,-16,-5,1
Cc1c(C2(O)CCCCC2)[nH]c2ccc(C(F)(F)F)cc12,-0.1,17,-8,-5,1,2,5,-1
O=c1oc(-c2ccc([N+](=O)[O-])cc2)nc2ccc(O)cc12,.,-4,8,-5,-8,-2,-1,-6
CC=Cc1ccc2n(c1=O)C[C@H]1[C@H](CO)[C@@H](C(=O)NCCC)[C@@H]2N1S(=O)(=O)c1cn(C)cn1 (mixture of isomers),-0.2,6[16.7 µM],-2,2,.,.,-3,.
CCC(=O)N[C@H]1C=C[C@H](CC(=O)NCc2ccccc2OC)O[C@H]1CO,0.0,.,8,2,-2,2,-12,-1
C[C@@H]1CN([C@@H](C)CO)C(=O)c2cc(C#Cc3ccncc3)cnc2O[C@@H]1CN(C)C(=O)CN(C)C,0.2,-8[16.7 µM],0,-1,-1,-3,0,-5
N#Cc1c(-c2cccs2)cc(-c2ccccn2)nc1N,.,-2,13,-2,.,.,6,2
CC1(Cc2ccc(S(C)(=O)=O)cc2)C(=O)Nc2ccc(Cl)cc21 (stereo not drawn),0.1,2,-2,-5,-2,-6,-8,3
CCOc1ccccc1NC(=O)c1ccc(S(=O)(=O)N2CCCCC2)cc1,0.1,.,.,4,2,-5,-8,-3
C[C@H](CO)N1C[C@H](C)[C@H](CN(C)C(=O)CN(C)C)Oc2ncc(C#CC(C)(C)O)cc2C1=O,-0.1,2[16.7 µM],3,-5,1,2,-1,1
N#C[C@@H]1[C@@H](c2ccc(-c3cccc(F)c3)cc2)[C@@H](CO)N1c1nc(-c2ccccc2)cs1,0.0,.,-1,3,-2,-96,-6,-3
C[C@@H]1CN([C@H](C)CO)C(=O)c2c(c3ccccc3n2C)-c2ccccc2CO[C@H]1CN(C)Cc1cccc(C(F)(F)F)c1,-0.3,.,-26,.,-5,18,.,.
CN(C(=O)c1ccc(NC(=O)Cc2ccc(NC(=O)C3CCCN(C(=O)C4CCCCC4)C3)cc2)cc1)C1CCCC1 (stereo not drawn),0.2,-6,-5,1,2,-16,-8,0
O=C(Cc1ccccc1)N[C@H]1CC[C@@H](CC(=O)N2CCCCC2)O[C@@H]1CO,-0.2,.,-6,3,0,1,-8,2
CC(=O)NC[C@@H]1[C@@H](c2ccc(C3=CCCCC3)cc2)[C@@H](CO)N1C(=O)C1CC1,0.0,.,13,.,2,-15,.,.
O=C(C[C@@H]1C=C[C@H](NS(=O)(=O)c2ccccc2)[C@@H](CO)O1)NCc1ccccc1F,-0.2,.,-4,-1,-2,18,-10,2
CC(=O)c1ccc(N2CCN(CC(O)COC(c3ccccc3)c3ccccc3)CC2)cc1 (stereo not drawn),0.1,-2,.,4,4,-9,1,2
